# Screening data as filed in PubChem.
# Insulin prom up: insulin promoter activators in MIN6 cells, imaging, high-content screening, mouse beta cells. AID 1625, 2009. z-score at 5 µM. actives 0.3% (n = 190,000). MIN6 insulin promoter-GFP reporter; hits give high values;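 active means z-score above 3 at 5 µM with at least 500 cells counted in the well; inconclusive means wells under 500 cells, flagged as cytotoxic or low count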
# b-catenin transl: modulators of beta-catenin nuclear translocation, primary screen, imaging, HeLa cells, immunofluorescence, high-content | nuclear translocation activity, % at 5 µM | actives 0.3% (n = 190,000) | AID 1665, 2009;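 active means nuclear translocation activity above 50% at 5 µM, with a well cell count of 50 or more; inconclusive means wells under 50 cells across six images, flagged as toxic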;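 further: per-cell ratio of nuclear to cytoplasmic median beta-catenin stain intensity; plate controls were DMSO negative control for no effect and GSK-3 inhibitor IX positive control for full effect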
#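 System: HeLa cells, endogenous beta-catenin; compound dosing: 5 µM primary single dose, 0.1% DMSO, 0.02–20 µM confirmation series; incubation: 24 h compound exposure at 37°C, 5% CO2; signal: beta-catenin immunofluorescence imaging with DAPI; evaluation: % activation, nuclear-to-cytoplasmic median beta-catenin signal ratio per cell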
# TNAP activation fold: human TNAP enzyme activators, primary screen, biochemical, luminescent, no phosphate acceptor, uHTS (AID 1001). Alkaline phosphatase, tissue-nonspecific isozyme (Homo sapiens). purified TNAP, luminescent activation assay, no phosphate acceptor; higher activation fold means a stronger effect. one-dose activation fold at 20 µM; EC50 in µM for titrated hits. actives 0.03% (n = 200,000); in the data active means activation fold from about 3, or a potency from the dose series; inactive means the rest, 99 in 100 with activation fold below about 1.6; further: many of its hits are not listed in these tables
# Autophagy mod: autophagy modulators in MEF cells, primary screen, imaging, high-content, MEF GFP-LC3. AID 463193, 2010. MEF GFP-LC3 puncta imaging; test concentration mostly 10 µM. calls only at 10 µM (by protocol). actives 0.98% (n = 190,000);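 active means percentage of spot-positive cells more than 3 SD above its plate mean, without a fluorescence outlier flag or 80% toxicity; inconclusive means no clear call, values can overlap the other calls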;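 further: spot-positive cell cutoff set from DMSO-treated cells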
# MT stabilize HCS: microtubule stabilizers in HeLa cells, primary screen, imaging, high-content imaging | HeLa tubulin immunostaining HCS, 24 h; share of cells brighter than vehicle mean+2SD | % tubulin-high responders, % at 10 µM | actives 0.83% (n = 200,000) | AID 2205, 2009;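 active means plate Z-score above 3 for both tubulin-high and condensed-nucleus cell shares, with cell loss under 80%, at 10 µM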;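 further: anti alpha tubulin signal scored within the nucleus-defined area of each cell; some results filed as inactive read as strong as hits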
# PMI inhibition: human PMI inhibitors, high substrate, primary screen, biochemical, fluorescence intensity, high mannose 6-phosphate (AID 1220). Mannose-6-phosphate isomerase (Homo sapiens). recombinant PMI enzyme, coupled fluorescence intensity; higher % means a stronger effect. inhibition, % at 20 µM, or IC50 in µM where a hit was titrated. actives 0.66% (n = 190,000)
# PMI inhibitors: inhibitors of human PMI, primary screen, biochemical, fluorescence intensity, coupled assay (AID 1209); purified PMI enzyme, coupled fluorescence intensity; higher % means a stronger effect; Mannose-6-phosphate isomerase (Homo sapiens); actives 0.42% (n = 190,000); one-dose inhibition, % at 20 µM; IC50 in µM for titrated hits;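 further: plate controls were DMSO vehicle for no effect and wells lacking substrate for full effect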
# Hep lipid drop: inhibitors of hepatocyte lipid droplet formation, primary screen, imaging, high-throughput imaging, BODIPY stain; AML12 mouse hepatocytes, oleate lipid droplets; inhibition, % at 6.5 µM; actives 0.4% (n = 240,000); AID 1656, 2009;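 active means lipid droplet intensity inhibited by at least 50%, with more than 500 cells counted; inconclusive means wells with under 300 cells, treated as cytotoxic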
#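 Assay system: AML12 mouse liver cells | Compound: 6.5 µM single-point dosing | Schedule: Overnight exposure | Technique: Fluorescence imaging, 20x objective, two fields per well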
# T cell HTS: modulators of CD8 T cell-vesicle binding, primary screen, mouse 2C CD8+ T cells, flow cytometry. 2C CD8+ T cell-vesicle binding; hits give low values. calls only at 7 µM. actives 0.068% (n = 330,000). AID 2052, 2009;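 active means response, share of CD8 T cells binding vesicles, and their 90th percentile fluorescence all below set limits, cut at about 80% in these data, passing the limit was not always enough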
#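 incubation = binding step 1.5 h, 37 °C, antibody labelling 20 min, ice | test system = 2C mouse CD8+ T cells | read-out basis = percent CD8+ FL2 mean versus row control | controls = Peptide-free naked vesicles (low) and QL9 vesicles with 0.7% DMSO vehicle (high) | detection = flow cytometry of vesicle-bound cells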
# Insulin prom up cell count: further read-out of Insulin prom up, marked with its call; cell count; measured here: cytotoxicity, nuclei count;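 total cells summed across four imaged fields per well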
# Hep lipid drop cells 6.5 µM: also measured in Hep lipid drop; calls as there; cell count; measured here: cell count, cytotoxicity flag;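 cells counted across two imaged fields per well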
# b-catenin transl cell count 5 µM: further read-out of b-catenin transl, marked with its call; cell count; measured here: cell count, cytotoxicity flag
# T cell HTS vesicle-bound %: second read-out of T cell HTS, no call of its own (marks repeat the call); double positive events, %; measured here: CD8+ vesicle-bound cell fraction;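 binding gate set so that unloaded-vesicle control wells show 10% double positive cells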
# MT stabilize HCS Hoechst-high %: also measured in MT stabilize HCS; calls as there; % Hoechst-high responders; measured here: nuclear condensation Hoechst responders;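 share of cells brighter than vehicle mean plus two SD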
# MT stabilize HCS cytotoxicity %: further read-out of MT stabilize HCS, marked with its call; toxicity, %; measured here: cytotoxicity by cell density;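 0% = mean cell density of plate MIN control wells and 100% = no cells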
# Autophagy mod cell loss 18 h: second read-out of Autophagy mod, no call of its own (marks repeat the call); toxicity, %; measured here: cell loss, nuclei count;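 cell loss after 18 h compound exposure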
# * marks the source's active call; other numbers are inactive results; i = inactive; ? = inconclusive; . = no result given; + = active, no number. Unless noted, no stated cut-off is given here; in the data, active means inhibition above about 50%; inactive means the rest. The order is random; about 2.9% have a hit in one of these screens.
SMILES,Insulin prom up,Insulin prom up cell count,b-catenin transl,b-catenin transl cell count 5 µM,TNAP activation fold,Autophagy mod,Autophagy mod cell loss 18 h,MT stabilize HCS,MT stabilize HCS Hoechst-high %,MT stabilize HCS cytotoxicity %,PMI inhibition,PMI inhibitors,Hep lipid drop,Hep lipid drop cells 6.5 µM,T cell HTS,T cell HTS vesicle-bound %
N#Cc1cccc(NC(=O)COC(=O)c2ccccc2C(=O)c2ccc(Cl)c([N+](=O)[O-])c2)c1,0.23,1206,-2.3,515,1,i,6,5.3,5.6,20,8%,8%,-66,670,i,55
COc1cc(OC)c(C#N)c(S(=O)Cc2ccccc2)c1 (stereo not given),.,.,-7.0,1191,0.9,i,-7,2.1,2.0,3.6,0%,-1%,-7,774,i,10
c1nc2sc3c(c2c2nnnn12)CCC3,0.66,1233,-0.9,994,1,i,-9,6.6,4.0,1.6,6%,-3%,.,.,i,34
COC(=O)c1sc(NC(=O)C(C)c2ccccc2)nc1C (stereo not given),-0.35,1339,1.5,957,1.1,i,3,4.2,7.1,1.3,1%,1%,-32,630,i,31
Cn1c(/C(C#N)=C/Nc2ccccn2)nc2ccccc21,1.3,800,.,.,1.4,i,-11,1.9,1.3,2.1,-6%,-1%,5,719,i,40
COc1ccc(CNC(=O)c2cc(-c3ccccc3OC)on2)cc1,1,1246,-2.8,1020,1.1,i,3,2.3,2.1,8.9,14%,18%,.,.,i,33
CCCCc1nc2ccc(S(=O)(=O)O)cc2[nH]1,-0.25,1084,-0.7,1368,.,.,.,.,.,.,.,.,7,699,i,53
CCOc1cc(CNCCO)ccc1OCC(=O)NC(C)(C)C,0.46,1507,1.0,1513,1,i,3,6.0,2.5,19,1%,-2%,4,738,i,25
CC(NCc1ccccc1)c1ccccc1O (stereo not given),0.28,1042,-0.5,1247,.,.,.,.,.,.,.,.,14,777,i,35
COc1ccc(CC(=O)OC(C)CN2CCCCC2)cc1 (stereo not given),0.12,1693,-4.0,1021,1.1,i,-2,2.4,1.6,1.7,-2%,3%,16,680,i,40
C=CCNc1nc(N)c(C(=C(C#N)C#N)c2ccc(Br)cc2)s1,-0.81,1174,8.0,512,1.2,i,-2,3.6,1.6,7.6,-1%,11%,-1,525,i,53
CCOc1ncccc1C(=O)Nc1ccc(Cl)cc1,0.24,1317,.,.,1.1,i,2,1.8,1.9,6.9,18%,16%,13,766,i,22
Oc1cc2c(cc1C(c1ccc(Br)cc1)N1CCCC1)OCO2 (stereo not given),-0.03,1623,-1.9,966,1,i,8,1.6,2.1,6.0,68%*,37%,4,590,.,.
CC(C)(C)C(=O)OCc1nc(-c2ccc(F)cc2)cs1,-0.83,1083,1.1,1227,.,.,.,.,.,.,.,.,4,707,i,29
CCOC(=O)C1(Cc2ccc(Cl)cc2)CCN(C(=O)CCc2cnccn2)CC1,0.12,1416,-1.3,1047,1,i,20,3.3,2.8,2.9,-10%,-2%,-18,630,i,31
O=C(Nc1ccc(CN2CCS(=O)(=O)CC2)cc1)c1ccc(C(F)(F)F)cc1,-0.27,1354,-0.4,1038,.,.,.,.,.,.,.,.,-5,703,i,46
CCN1C(=O)CSc2ccc(C(=O)NC3CCCCC3)cc21,0.63,1305,.,.,1.2,i,-10,4.6,2.2,6.9,0%,1%,.,.,i,5
CC(c1nccs1)N(C)c1nc2nonc2nc1NC1CC1 (stereo not given),.,.,2.1,976,1,i,-6,2.5,2.3,7.1,9%,6%,-6,752,i,19
c1ccn2cc(C34CC5CC(CC(C5)C3)C4)nc2c1,-0.5,1162,5.3,1027,1,i,-18,2.3,2.2,2.6,-15%,-17%,-16,639,i,40
Cc1ccc2[nH]c(=O)c(CN(Cc3ccc4c(c3)OCO4)Cc3nnnn3Cc3ccco3)cc2c1,-0.27,1378,-1.0,1056,1,i,-3,2.0,1.3,8.2,15%,12%,-42,689,i,29
COc1ccc(NC(=O)Nc2nnc(-c3cccs3)s2)cc1,-0.36,1057,-0.9,1300,.,.,.,.,.,.,.,.,1,714,i,42
CCCn1c(N)c(C(=O)CSc2nc(C)cs2)c(=O)n(C)c1=O,-0.17,1489,0.5,1336,0.9,i,9,2.3,1.7,11,2%,-4%,.,.,i,39
CC1CC2(C)Oc3ccccc3CC2C(C)C1CNCCCN(C)C (stereo not given),?,.,57*,418*,1.1,i,43,3.0,2.9,5.6,-10%,-13%,-11,637,i,5
CC(=O)NC1CC2CCCC(C1)N2S(=O)(=O)c1ccccc1 (stereo not given),1.2,1121,-4.4,1086,1.1,i,0,3.1,2.8,7.8,-3%,30%,.,.,i,12
CC(C)CCOC(=O)C1[C@H]2C(=O)N(Cc3cccs3)C[C@]23C=C[C@H]1O3 (stereo not given in full),-0.47,1024,-3.9,906,1,i,-10,6.5,2.2,10,7%,3%,.,.,i,20

# The closing six records of the section above come first, to join the parts.
SMILES,Insulin prom up,Insulin prom up cell count,b-catenin transl,b-catenin transl cell count 5 µM,TNAP activation fold,Autophagy mod,Autophagy mod cell loss 18 h,MT stabilize HCS,MT stabilize HCS Hoechst-high %,MT stabilize HCS cytotoxicity %,PMI inhibition,PMI inhibitors,Hep lipid drop,Hep lipid drop cells 6.5 µM,T cell HTS,T cell HTS vesicle-bound %
Cc1ccc2[nH]c(=O)c(CN(Cc3ccc4c(c3)OCO4)Cc3nnnn3Cc3ccco3)cc2c1,-0.27,1378,-1.0,1056,1,i,-3,2.0,1.3,8.2,15%,12%,-42,689,i,29
COc1ccc(NC(=O)Nc2nnc(-c3cccs3)s2)cc1,-0.36,1057,-0.9,1300,.,.,.,.,.,.,.,.,1,714,i,42
CCCn1c(N)c(C(=O)CSc2nc(C)cs2)c(=O)n(C)c1=O,-0.17,1489,0.5,1336,0.9,i,9,2.3,1.7,11,2%,-4%,.,.,i,39
CC1CC2(C)Oc3ccccc3CC2C(C)C1CNCCCN(C)C (stereo not given),?,.,57*,418*,1.1,i,43,3.0,2.9,5.6,-10%,-13%,-11,637,i,5
CC(=O)NC1CC2CCCC(C1)N2S(=O)(=O)c1ccccc1 (stereo not given),1.2,1121,-4.4,1086,1.1,i,0,3.1,2.8,7.8,-3%,30%,.,.,i,12
CC(C)CCOC(=O)C1[C@H]2C(=O)N(Cc3cccs3)C[C@]23C=C[C@H]1O3 (stereo not given in full),-0.47,1024,-3.9,906,1,i,-10,6.5,2.2,10,7%,3%,.,.,i,20
COc1ccccc1NC(=O)c1cnc2n(c1=O)CCS2,.,.,.,.,1,i,-2,3.9,2.7,6.6,3%,4%,.,.,i,45
COc1ccc2[nH]cc(C(=O)CCl)c2c1,-1.4,1064,-0.9,1327,.,.,.,.,.,.,.,.,-23,673,i,53
CCn1c(SCC(=O)NCC2CCCO2)nnc1-c1c[nH]c2ccccc12 (stereo not given),1.3,1207,2.4,1100,1.1,i,0,3.2,2.8,3.7,14%,19%,-38,723,+,.
O=C(CSc1nc(-c2ccccc2)c(-c2ccccc2)[nH]1)NCC1CCCO1 (stereo not given),-1.1,1407,-1.0,1115,1.1,i,3,4.2,2.5,1.1,-9%,-17%,7,719,i,23
O=C(Cn1ccc2ccccc21)Nc1ccc2c(c1)OCO2,0,1452,0.0,1567,1,i,15,7.7,1.7,6.6,4%,2%,2,717,i,47
O=C(CCSc1nc(-c2ccco2)cc(C(F)(F)F)n1)NCc1cccs1,0.54,1425,-1.4,590,1.1,i,-1,6.3,1.6,3.8,-30%,-31%,-7,737,i,26
COc1ccc(CC(=O)OCN2C(=O)c3ccccc3C2=O)cc1,-0.45,1373,0.5,1100,1.1,i,-2,4.3,2.8,8.4,2%,3%,.,.,i,11
COc1ccc(-c2csc(NC(=O)/C(N=Nc3ccccc3)=C(\C)O)n2)cc1,0.07,1091,2.0,1536,1,i,20,2.2,1.9,2.1,.,.,4,707,i,35
O=C1CCCc2nc3nc4ccccc4n3cc21,1.3,1340,-0.9,1097,1,i,-12,2.5,3.2,10,7%,10%,1,808,.,.
Cc1ccc(S(=O)(=O)NNC(=O)c2cnn(-c3ccc(Cl)cc3)c2C(F)(F)F)cc1,-1.1,1148,-0.1,1256,.,.,.,.,.,.,.,.,-4,865,i,31
CCOC(=O)c1c(CSc2ccccc2)n(C)c2cc(Br)c(O)c(CN(C)C)c12,-1.6,1355,-0.6,1356,.,.,.,.,.,.,.,.,-13,652,i,26
CCOc1cc(C2C(C(=O)c3ccccc3)=C(C(=O)OC)Nc3nnnn32)ccc1O (stereo not given),0.18,1937,-2.1,1154,1,i,-3,1.7,2.0,2.6,10%,11%,5,598,i,62
O=C(/C=C/c1ccccc1)OCCCCN=C1NS(=O)(=O)c2ccccc21,.,.,0.7,1518,1,i,3,1.9,1.5,3.0,-8%,0%,9,696,i,48
Nc1nc(SCC(=O)OCc2ccccc2)[nH]c(=O)c1NC(=O)c1ccco1,-0.57,1807,-1.5,1081,1.1,i,-7,1.9,1.8,3.9,0%,-1%,0,760,i,31
